Screening data (PubChem BioAssay)
GLA spleen mod = qHTS Assay for Inhibitors and Activators of Human alpha-Galactosidase From Spleen Homogenate; human spleen homogenate, 4MU-alpha-Gal fluorescence, 40 min; Potency, µM (highest dose often 80 µM), inactives show at the highest dose activity change, negative = inhibition, usual class: inhibitors; 0.008% of 240,000 active; AID 2107, 2009;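 further: 0% = enzyme with vehicle and -100% = no enzyme basal signal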
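qHTS titration in buffer at pH 5.0. Alpha-galactosidase activity in spleen homogenate was measured via 4-methylumbelliferone release from 1 mM fluorogenic substrate after 40 min at 37C and a pH 10 stop. AC50 came from Hill fits of control-normalized data.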
ALDH1A1 inh = qHTS Assay for Inhibitors of Aldehyde Dehydrogenase 1 (ALDH1A1) | Aldehyde dehydrogenase 1A1 (Homo sapiens), P00352 | Purified ALDH1A1, NADH fluorescence, propionaldehyde substrate | Potency, µM (titrated, usually from 75.3 µM), for inactives: at the highest dose activity, negative = inhibition, actives largely listed as inhibitors | 7.3% of 220,000 active | AID 1030, 2008; active means well fitted inhibition curve with a large enough effect, not every such curve was filed as active; inconclusive means small, poorly fitted or top-dose-only effect, or another doubt; inactive means no such curve, though single readings can be large or run the other way;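 further: plate controls were no enzyme wells and a reference inhibitor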
Target sequence (P00352 whole entry, looked up): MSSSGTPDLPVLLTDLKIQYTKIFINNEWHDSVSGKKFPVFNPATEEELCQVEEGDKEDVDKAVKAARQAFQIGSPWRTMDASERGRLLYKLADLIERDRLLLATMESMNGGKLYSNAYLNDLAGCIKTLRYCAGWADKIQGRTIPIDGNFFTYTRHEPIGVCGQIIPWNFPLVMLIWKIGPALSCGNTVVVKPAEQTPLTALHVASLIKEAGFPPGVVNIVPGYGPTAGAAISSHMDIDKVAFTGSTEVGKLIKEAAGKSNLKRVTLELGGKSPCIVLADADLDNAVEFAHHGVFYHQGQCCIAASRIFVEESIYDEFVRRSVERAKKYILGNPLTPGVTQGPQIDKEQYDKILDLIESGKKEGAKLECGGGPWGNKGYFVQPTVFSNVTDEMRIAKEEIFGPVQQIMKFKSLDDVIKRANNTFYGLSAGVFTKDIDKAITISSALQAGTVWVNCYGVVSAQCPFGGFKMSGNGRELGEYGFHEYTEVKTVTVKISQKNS
RGS12 GoLoco inh = qHTS Assay for Inhibitors of RGS12 GoLoco Motif Activity (Red Fluorophore); Guanine nucleotide-binding protein G(i) subunit alpha-1 (Homo sapiens), P63096; Gai1:RGS12 GoLoco peptide FP, rhodamine, 10 min; Potency, µM (titrated, usually from 61.6 µM), for the others: top-dose activity, negative = inhibition, usual class: inhibitors; 0.44% of 230,000 active; AID 880, 2007; active means well fitted inhibition curve with a large enough effect, not every such curve was filed as active; inactive means no such curve, though single readings can be large or run the other way; further: on the % scale 0 is the no-effect control and ±100 the full control effect; nearly all actives have a fitted effect of over 30% in size; many of its hits are not listed in these tables
GAA glycogen mod = qHTS Assay for Inhibitors and Activators of Human alpha-Glucosidase Cleavage of Glycogen; Potency, µM (series often up to 76.4 µM), without a hit: at the top dose activity change, negative = inhibition, usual class: inhibitors; 0.38% of 300,000 active; Lysosomal alpha-glucosidase (Homo sapiens), P10253; recombinant GAA, glycogen substrate, Amplex Red glucose oxidase fluorescence;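 further: 0% = full enzyme reaction and -100% = no-enzyme basal signal; the screen sought inhibitors and activators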
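Natural-substrate format: glycogen cleavage by 4 nM human enzyme, glucose read by Amplex Red coupling (Ex 573, Em 610 nm). Normalized to enzyme and no-enzyme controls.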
aGlu spleen mod = qHTS Assay for Inhibitors and Activators of Human alpha-Glucosidase From Spleen Homogenate; Potency, µM (top dose mostly 79.9 µM), for the others: at the top dose activity change, negative = inhibition, usual class: inhibitors; human spleen homogenate, 4-MU-alpha-glucoside fluorescence; 0.006% of 240,000 active; AID 2112, 2009;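 further: 0% = enzyme with vehicle and -100% = no enzyme basal signal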
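Human spleen homogenate (1 ug) incubated with compounds and 1 mM 4-methylumbelliferyl-alpha-D-glucopyranoside in pH 5.0 citrate/phosphate buffer, 37 C, 40 min. Stopped at pH 10; 4-MU fluorescence (Ex 365/Em 440 nm); AC50 by Hill fit.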
JMJD2E inh = qHTS Assay for Inhibitors of Human Jumonji Domain Containing 2E (JMJD2E). AID 2147, 2009. Potency, µM (highest dose often 57.1 µM), without a hit: at the top dose activity change, negative = inhibition, actives largely listed as inhibitors. Lysine-specific demethylase 4E (Homo sapiens), B2RXH2. JMJD2E catalytic domain, FDH-coupled NADH fluorescence (FDH is formaldehyde dehydrogenase). 1.6% of 230,000 active; active means well fitted inhibition curve with a large enough effect, not every such curve was filed as active; inconclusive means small, poorly fitted or top-dose-only effect, or another doubt; inactive means no such curve, though single readings can be large or run the other way;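 further: 0% = wells with enzyme and -100% = buffer wells without enzyme; nearly all actives have a fitted effect of over 50% in size; many of its hits are not listed in these tables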
Target sequence (B2RXH2 1-337 limits assumed): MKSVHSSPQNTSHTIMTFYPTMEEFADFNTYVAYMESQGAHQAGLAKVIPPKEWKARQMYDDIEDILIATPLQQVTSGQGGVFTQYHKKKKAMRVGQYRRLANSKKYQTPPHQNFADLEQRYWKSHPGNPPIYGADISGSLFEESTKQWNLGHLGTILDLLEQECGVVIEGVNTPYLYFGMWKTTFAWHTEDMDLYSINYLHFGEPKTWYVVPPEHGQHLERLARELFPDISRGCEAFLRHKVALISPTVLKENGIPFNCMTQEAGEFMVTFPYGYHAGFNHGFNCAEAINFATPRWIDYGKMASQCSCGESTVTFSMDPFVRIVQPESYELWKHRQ
SMN2 splice up = qHTS Assay for Enhancers of SMN2 Splice Variant Expression | HEK293 SMN2-luciferase splicing reporter, luminescence, 30-36 h | Potency, µM (highest dose often 46.1 µM), inactives show at the highest dose activity change, positive = activation, usual class: activators | 2.8% of 210,000 active; further: % of control where 0% means no effect; nearly all actives have a fitted effect of over 55% in size
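HEK293 cells carry an SMN2 […]–luciferase reporter in which exon 7 inclusion puts luciferase in frame. Cells were plated 10-12 h before compound addition, then incubated 30-36 h at 37C. ONE-Glo luminescence was read; sodium butyrate at 4.5 mM final served as control.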
GAA inhib = qHTS Assay for Inhibitors of Human alpha-Glucosidase as a Potential Chaperone Treatment of Pompe Disease | Potency, µM (highest dose often 76.9 µM), for inactives: at the highest dose activity change, negative = inhibition, hits mostly inhibitors | purified human GAA, 4-MU-alpha-glucoside fluorescence | Lysosomal alpha-glucosidase (Homo sapiens), P10253 | 0.005% of 200,000 active;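 further: plate controls were uninhibited enzyme wells for no effect and no-enzyme background for full effect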
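Enzyme (4 nM final) mixed with compound (up to 77 uM), then 4-MU-alpha-D-pyranoside (400 uM final) added; 20 min at room temperature, pH 5.0. Reaction stopped at pH 10, fluorescence read, AC50 derived by Hill fit.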
* hit, by the source's call; ? = inconclusive; . = no result given; [ ] = another dose, or the depositor's remark. Unless noted, the call rests on the fitted dose curve; in most records, active means well fitted curve in the direction sought with a large enough effect; inconclusive means small, poorly fitted or top-dose-only effect, or another doubt; inactive means no such curve, though single readings can be large; an effect the other way counts as inactive or inconclusive. Potency means the concentration at half of the fitted maximal effect.

Screens in order – GLA spleen mod, ALDH1A1 inh, RGS12 GoLoco inh, GAA glycogen mod, aGlu spleen mod, JMJD2E inh, SMN2 splice up, GAA inhib
COc1ccc(-c2n[nH]c(=S)n2-c2cc(OC)ccc2OC)cc1
→ 5%, ., 5%, -5%, -2%, -7%, ., .
C/C(=C\c1ccccc1)CN1CCC(C(=O)N2CCCC(C)C2)CC1 (configuration not stated)
→ -4%, -3%, -6%, -14%, 5%, ?, -15%, 1%
O=C(COc1cc(Cl)c(Cl)cc1Cl)Nc1cccc(O)c1
→ -4%, ., 5%, 3%, 5%, 6%, ., .
O=[N+]([O-])c1ccc(C[n+]2ccc(Cc3ccccc3)cc2)cc1
→ 3%, 25µM*, -19%, -1%, -4%, ?, -22%, 1%
O=[N+]([O-])c1cc(Cl)cc2c1nc(NCCO)c1ccccc12
→ 2%, ?, 8%[14.2 µM], -3%, -1%, 5%, -21%[9.22 µM], .
CCOc1cc(/C=N/NC(=O)c2ccc(-c3csc(Nc4ccc(C)cc4)n3)cc2)ccc1OCC(=O)O
→ -14%, -7%, 2%, -27%, -19%, ?, 13µM*, 2%
COc1ccc(N(C(=O)c2ccncc2)S(=O)(=O)c2ccc3c4c(cccc24)C(=O)N3C)cc1
→ 8%, -4%, 1%, 14%, 1%, 0%, ?, 10%
O=C(NC1CCCCC1)C(c1ccc2ncccc2c1)N(Cc1ccc(F)cc1)C(=O)c1cccs1 (configuration not stated)
→ -1%, ?, 3%, 9%, -3%, -5%, -13%, 0%
NC(=O)c1noc(C(=O)N(CC(=O)NC2CCCC2)Cc2ccc3c(c2)OCO3)c1N
→ -3%, 0%, 4%, -1%, -9%, 3%, 9%, -7%
COc1ccccc1NC(=O)c1ccc(NC(=O)COC(=O)CC(NC(=O)c2ccccc2Cl)c2ccccc2)cc1 (configuration not stated)
→ 0%, -7%, -20%, -1%, -6%, ?, -9%, 1%
CCCCN(CC)CCCNC(=O)CC1Oc2ccccc2NC1=O (configuration not stated)
→ 5%, 20%, -1%, 1%, -3%, 5%, 10%, 3%
O=C1COc2ccc(C(=O)CSc3nnc(Cc4cccs4)n3-c3ccc(Cl)cc3)cc2N1
→ -5%, ?, 5%, -6%, -2%, 7%, -25%, 1%
COc1cccc(NC(=O)c2oc3ccccc3c2NC(=O)C(C)(C)C)c1
→ 1%, -3%, 0%, -1%, -16%, ?, -16%, ?
COc1cc(/C=C(\C#N)c2nc3ccccc3[nH]2)c([N+](=O)[O-])cc1OCc1ccccc1
→ 10%, 0.56µM*, 31%[activator], -9%, 1%, 11%, -6%, -7%
CCC(=O)Nc1nc(C)c(-c2csc(Nc3cccc(C(=O)O)c3)n2)s1
→ -6%, ?, 48%[activator], -16%, 3%, -2%, 27%, 0%
COc1cc2oc(=O)cc(-c3cccc(-c4ccc(C(C)=O)cc4)c3)c2c(OC)c1OC
→ 6%, ?, 10%, ., 9%, ., ., .
COc1ccccc1NC(=O)c1ccc(NC(=O)COC(=O)CCC2CCCC2)cc1
→ 17%, 4%, -13%, -16%, -3%, -3%, 12%, -4%
NC(=O)C(=O)N/N=C/c1c(F)c(F)c(F)c(F)c1F
→ -1%, -1%, -15%, -4%, -2%, 4%, -3%, 5%
COc1ccccc1N1CCN(C(=O)C2CCCCN2S(=O)(=O)c2ccc(C)cc2)CC1 (configuration not stated)
→ -3%, ., -2%, -2%, -3%, 0%, ., .
O=C1CN(Cc2nc3cc(Cl)ccc3c(=O)[nH]2)CCN1
→ 3%, ., 19%, 1%, 1%, -4%, ., .
COc1cccc(CNC(=O)CCS(=O)(=O)c2cccc3nonc23)c1
→ 5%, ?, -10%, 7%, -2%, -21%, -14%, -5%
Cc1ccc(C)c(S(=O)(=O)NCc2cccnc2)c1
→ -4%, -1%, 12%, 7%, 5%, 9%, 11%, -2%
O=C(Nc1ccccc1)c1cccnc1N1CCCC1
→ 6%, 1%, 9%, 8%, 8%, 2%, -10%, -7%
O=C(NCc1ccccc1)C1CCC1
→ -2%, 20%, 0%, -1%, -2%, 6%, -3%, 1%
O=C(Cc1ccccc1)Oc1coc(CSc2ncccn2)cc1=O
→ -4%, 1%, -2%, -15%, 2%, -13%, -22%, 6%
Cc1ccc2nc(SCC(=O)c3c(N)n(C)c(=O)n(C)c3=O)[nH]c2c1
→ 4%, -7%, 15%, -2%, 3%, -7%, -4%, 5%
CCN1C(=O)N[C@@H](c2cccc(C(F)(F)F)c2)[C@H](C(C)=O)[C@H]1C
→ -12%[17.5 µM], 11%[13.5 µM], -3%[14.2 µM], ., 2%[17.4 µM], 6%[11.4 µM], -10%[9.22 µM], .
CCOC(=O)N1CCC(NC(=O)C(CC(C)C)NC(=O)C2CCC(C)CC2)CC1 (configuration not stated)
→ 3%, 1%, -13%, 6%, -6%, 18%, -13%, 2%
NNc1nc(-c2ccccc2)c2cc(Cl)ccc2n1
→ 3%, ., 0%, ?, 3%, -6%, ., .
COc1ccc2c(c1OC)C(=O)OC2Nc1nc(-c2ccccc2)cs1 (configuration not stated)
→ 0%, 8%, 8%, -7%, 1%, 5%, 27%, 9%
CCn1c(CNC(=O)COc2ccc(C(C)C)cc2)nnc1SCC(=O)Nc1ccc(F)cc1
→ 1%, 28µM*, 3%, -6%, -7%, -4%, -21%, ?
CCCc1nc(SCC(=O)N2CCc3ccccc3C2)c2ccccc2n1
→ -1%, -13%, 1%, 10%, -7%, 2%, -19%, -1%
Cc1ccc(NC(=O)NC(=O)c2cnccc2C(F)(F)F)c(C)c1
→ 2%, 8%, -2%, -11%, -12%, 3%, ., 9%
COCCN(CCOC)S(=O)(=O)c1ccc(C(=O)Nc2nc3c(s2)CCc2ccccc2-3)cc1
→ 6%, -7%, 9%, 1%, 3%, ?, -40%[inhibitor], 10%
N/C(=N\N=C\c1ccnc2ccccc12)SC1CC(=O)N(c2ccc(Br)cc2)C1=O (configuration not stated)
→ 16%, -3%, 11%, 2%, -13%, 2%, -4%, -9%
N#Cc1cc(C#N)c(N2CCN(c3cccc(Cl)n3)CC2)nc1N
→ -2%, ?, 25%, 3%, 3%, ?, -21%, -2%
COc1ccc(C2=NN(CN3C(=O)C(=O)c4ccccc43)C(c3ccc(OC)cc3)C2)cc1 (configuration not stated)
→ -6%, 0.11µM*, -2%, 8%, 2%, -4%, 10µM*, -3%
Cc1noc(/C=C/c2ccco2)c1S(=O)(=O)N1CCC(C(=O)N2CCc3ccccc32)CC1
→ 4%, ?, 30%[activator], -15%, 0%, ?, -21%, ?
COc1ccccc1NC(=O)c1nnn(Cc2ccccc2)c1NC(C)=O
→ 0%, 4%, ., 10%, -4%, -1%, ., -1%
Cc1ccc(SCCC(=O)N2CCOCC2)cc1
→ -1%, 8%, 13%, 1%, -8%, 7%, ?, -9%
Cc1ccccc1NC(=O)CSc1nc2cc3c(cc2cc1C)CCC3
→ 6%, 1%, 2%, 3%, 6%, 12%, 11%, 12%
Cc1ccc(NC(=O)c2cc3cc(OC(F)(F)F)ccc3[nH]2)cc1
→ -26%, -2%, 8%, -1%, 3%, ?, ., -2%[15.4 µM]
CCOc1ccc(OCC)c(S(=O)(=O)N2CCOCC2)c1
→ -12%, -3%, 3%, -1%, -1%, 3%, ., -6%
N#CC1=C2Sc3ccccc3N2CCCC1=O
→ -10%, ?, 15%, 1%, -3%, 11%, 6%, 2%
CCCn1c(-c2ccc[nH]c2=O)nc2ccccc21
→ 1%, ?, -8%, 7%, -5%, ?, ., 6%
NC(CSCc1ccccc1Cl)C(=O)O (configuration not stated)
→ -1%, ?, 9%, 4%, -5%, -4%, 3%, -4%
O=C(Cc1nc2ccccc2[nH]c1=O)c1ccc(Cl)cc1
→ 0%, ?, 18%, 0%, 8%, ?, ., -11%[15.4 µM]
Cc1ccc(C)c(N2CCN(C(=O)CCn3c(=S)[nH]c4cc5c(cc4c3=O)OCO5)CC2)c1
→ 2%, 5%, 0%, -3%, -2%, 1%, -19%, -12%
CC(=O)NCCNc1nc(-c2ccc3c(c2)OCO3)nc2ccccc12
→ 3%, ?, 9%, ., 6%, ., ., .
O=C1CN(c2nc(-c3cccnc3)nc3sc4c(c23)CCCC4)CCN1
→ -13%, ?, 9%, -4%, -3%, ?, ?, -12%
O=C(CSc1cc(Cl)ccc1Cl)NC1CCCc2ccccc21 (configuration not stated)
→ 3%, -1%, 13%, -7%, -2%, 16%, -11%, 7%
Cc1ccc(CN=C(Nc2ccccc2)NC2CCCCC2)cc1
→ -5%, 10%, 2%, 5%, -2%, 1%, ., .
CC(Sc1nc2sc3c(c2c(=O)n1-c1ccccc1)CCCC3)C(=O)O (configuration not stated)
→ 1%, ., 8%, 5%, 9%, -7%, ., .
CC(C)C(=O)Nc1ccc2oc(=O)ccc2c1
→ 6%, ?, 2%, 5%, -1%, ?, ., 8%
CCCC[C@@H]1C[C@H]1C(NC(=O)c1ccccc1)c1ccc(Cl)cc1 (some centres not stated)
→ 15%, -9%, 4%, ., -1%, -10%, -19%, .
COc1ccc(N2CCN(C(=O)CSc3nnc(-c4cccnc4)n3-c3ccc(F)cc3)CC2)cc1
→ 3%, 3%, 2%, -1%, -6%, 1%, -13%, 2%
O=C1CC(N2CCOCC2)C(=O)N1c1ccc2c(c1)OCO2 (configuration not stated)
→ -8%, ?, 5%, 3%, -12%, -2%, -8%, ?
CSc1ccccc1C(=O)Nc1ccc(C)cc1C
→ 6%, 11%, -1%, -13%, -2%, 0%, -4%, ?
O=C(COC(=O)Cc1c[nH]c2ccccc12)Nc1cccc2ccccc12
→ 6%, 4%, 1%, -2%, 0%, -2%, -7%[1.84 µM], -2%
O=C(O)Cc1nc(-c2cccnc2)sc1-c1ccc(Br)cc1
→ 8%, ., 5%, 6%, -3%, ?, ., .
O=C(CCc1ccccc1O)N/N=C/c1ccc(Sc2cccc3cccnc23)o1
→ 5%, -1%, -1%, -4%, 3%, -4%, -12%, -6%

Only part of the results is shown; rates above refer to the full screens.
